S3 lipid droplet: qHTS Assay for Lipid Storage Modulators in Drosophila S3 Cells; Drosophila S3 cells, BODIPY lipid droplet fluorescence, 18-24 h; cells fed with added oleic acid; AID 2685; Potency in µM for hits, for the others lipid storage change, negative = inhibition, % at the top dose, mostly 46.1 µM; hit rate 0.64% among 320,000; active = well fitted inhibition curve with a large enough effect in the signal ratio, with a control signal flat, not every such curve was filed as active; inconclusive = small, poorly fitted or top-dose-only effect, or effect the other way, or a change in a side signal; the % refers to the signal ratio
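Drosophila S3 cells loaded with oleic acid (400 uM, as added) and compounds at several concentrations; lipid droplets imaged by 488-nm laser-scanning cytometry, 500–530 nm intensity and object ratio to cell channel. Percent activity normalized to 20 uM Triacsin C.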
S3 lipid droplet cell count max: second read-out of S3 lipid droplet, no call of its own (marks repeat the call); cell number change, %; measured here: cell count max response;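 cells counted by Cell Tracker Red CMTPX staining in the red channel; peak over a dose series mostly up to 46.1 µM; percent activity relative to internal control wells on each plate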
An asterisk follows results filed as active; i = inactive; u = inconclusive; x = no result given. % is set by controls: 0 for no effect and ±100 for the full control effect; potency is the fitted concentration of half-maximal effect.

SMILES	S3 lipid droplet	S3 lipid droplet cell count max
O=C1CC(N2CCN(C/C=C/c3ccccc3)CC2)C(=O)N1CCc1ccccc1 (stereo not given)	3.3µM*	-19*
Cc1cc(C)cc(OCC(O)CN2C(=O)NC(C)(C)C2=O)c1 (stereo not given)	14%	11
O=C(NC1CCCCC1)c1cccc(S(=O)(=O)N2CCCCC2)c1	u	x
Cn1c(CC(=O)NNC(=O)c2ccccc2F)nc2ccccc21	u	x
O=C(C1CCC1)N1CCN(S(=O)(=O)c2ccc([N+](=O)[O-])cc2)CC1	u	x
CCC(C)N1CCC2(CC1)N=c1c(c3c4c5c(C)c(O)c3c(O)c1=NC(=O)C(C)=CC=C[C@H](C)[C@H](O)[C@@H](C)[C@@H](O)[C@@H](C)[C@H](OC(C)=O)[C@H](C)[C@@H](OC)C=CO[C@@](C)(O5)C4=O)N2 (stereo not given in full)	u	x
O=c1c(Br)c(Br)cnn1-c1ccccc1	u	x
CC(=O)N1CCCc2cc(S(=O)(=O)N(CC(C)C)CC(C)C)ccc21	12%	-10
Cc1cccc(C(=O)Nc2ccc(C(=O)N/N=C/c3ccc4c(c3)OCO4)cc2)c1	u	x
Cc1ccc(NC(=O)c2ccc3c(c2)C(=O)N(CC2CCCO2)C3=O)cc1C (stereo not given)	u	x
O=C(c1ccc(OC2CCN(Cc3ccccn3)CC2)cc1)N1CCCCO1	-8%	4
CC(=O)c1cc(-c2ccccc2)n(CC(=O)N2CCCCC2)c1C	u	x
O=C(CN1CC(=O)Nc2ccccc21)Nc1ccc(F)c(F)c1	10%	3
CCOc1ccccc1N(CC(=O)NCCOC)C(=O)CCC(=O)Nc1ccccn1	10%	1
CCCCCCSc1cccc(-c2nc3ccc(C)cn3c2NC2CCCCC2)c1	u	x
CC(NC(=O)c1ccccc1Cl)C(=O)NCc1cccs1 (stereo not given)	u	x
CC1(C)CC(=O)C/C(=N\NC(=S)NCc2ccccc2)C1	u	x
COc1ccc(OCC(=O)NCC(c2ccc(OC)cc2)N2CCCCC2)cc1 (stereo not given)	u	x
CCOC(=O)CCCNC(=O)CCNC(=O)c1ccc(OCC)cc1	2%	-12
O=C(Nc1cccc(-n2cccn2)c1)C1CCCN(Cc2ccc(C#CCCO)cc2)C1 (stereo not given)	u	x
COc1ccccc1CNC(=O)C1CCCN(S(=O)(=O)c2ccc3c(c2)CC(C)N3C(C)=O)C1 (stereo not given)	i	8
CCOc1ccc(Br)cc1C(=S)N1CCCC1	u	x
COc1ccc(-n2cc(-c3ccccc3)c3c(=O)[nH]cnc32)cc1	18%	x
Cn1c(N)c(C(=O)COC(=O)c2cc(C(F)(F)F)nc3ccccc23)c(=O)n(C)c1=O	u	x
N#Cc1c(N)nc2c(c1-c1cccnc1)CCCCC2	15%	2
CC(=O)N1CCN(S(=O)(=O)c2cccc(C(=O)NC3CCCc4ccccc43)c2)CC1 (stereo not given)	-6%	-25
O=C(C1COc2ccccc2O1)N1CCN(Cc2ccc3c(c2)OCO3)CC1 (stereo not given)	u	x
O=C(Nc1ccccc1F)N1CCCC1c1cccnc1 (stereo not given)	-5%	0
CSc1ccccc1NC(=O)CN(C)C(=O)c1ccc(-n2cccn2)cc1	u	x
CCC(=O)OCC(=O)Nc1cc([N+](=O)[O-])ccc1Cl	-3%	-14
COc1ccc2nc(NC(=O)C3CCCN3S(=O)(=O)c3ccc(C)cc3)sc2c1 (stereo not given)	u	x
CCCCNC(=O)c1ccc(CS(=O)(=O)c2ccccc2OC)o1	4%	-6
O=C(O)C1CC(=O)N(c2ccc(F)cc2)C1 (stereo not given)	u	x
CCN(CC)S(=O)(=O)c1cc(C(=O)Nc2cccnc2)ccc1Cl	i	-12
CC(=O)Nc1cccc(C(=O)OCC(=O)NNC(=O)c2cccs2)c1	u	x
COC(=O)Nc1ccc(S(=O)(=O)N2CCC(Cc3ccccc3)CC2)cc1	i	x
COc1cccc(-c2nc(-c3ccccn3)no2)c1	5%	-6
COc1ccc(S(=O)(=O)Nc2cccc(/C=C/C(=O)O)c2)cc1	12%	-2
COC(=O)c1sc(S(=O)(=O)N2CCC(C)CC2)c(C(=O)OC)c1C	-12%	-3
O=C(Nc1ccc(-n2cccn2)cc1)C1CCCCN1Cc1cccc2c1OCO2 (stereo not given)	-19%	-5
O=C(NCCNC(=O)c1ccc(Cl)cc1Cl)c1cnccn1	u	x
CCOc1ccccc1N/C(=C(/C(Cl)=C(Cl)Cl)[N+](=O)[O-])n1cncn1	u	x
Nc1cccc(-c2cn3cc(C(F)(F)F)cc(Cl)c3n2)c1	u	x
Nc1nc(SCC(=O)Nc2ccccc2)[nH]c(=O)c1-c1ccccc1	u	x
COc1ccc(-c2csc3nc(C(C)(C)C)oc(=O)c23)cc1OC	-1%	0

Molecules listed so far containing a COOH group:
SMILES	S3 lipid droplet	S3 lipid droplet cell count max
O=C(O)C1CC(=O)N(c2ccc(F)cc2)C1 (stereo not given)	u	x
COc1ccc(S(=O)(=O)Nc2cccc(/C=C/C(=O)O)c2)cc1	12%	-2

Following part:
SMILES	S3 lipid droplet	S3 lipid droplet cell count max
CCCOc1ccc2c3c(c(=O)oc2c1OCCC)CCC3	u	x
C/C(=N\OC(=O)c1c(-c2ccccc2Cl)noc1C)c1nccs1	18%	x
CCC(C)(C)n1nnnc1CN1CCC(NC(=O)c2ccccc2C)CC1	8%	-15
Nc1ccc(-c2c3ccccc3nc3ccccc23)cc1	u	x
Cc1cc(C)c(N=C2SCC(=O)N2Cc2ccco2)c(C)c1	1%	24
CCOC(=O)CCCSc1nc(-c2ccc3c(c2)OCO3)cc(C(F)(F)F)c1C#N	u	x
O=c1ccc(Cc2ccccn2)n[nH]1	u	x
O=C(NCCCn1ccnc1)c1cc2cc([N+](=O)[O-])ccc2oc1=O	20%	16
CCOC(=O)C1(Cc2cccc(Cl)c2)CCCN(C(=O)c2ccco2)C1 (stereo not given)	u	x
O=c1c(NCCc2ccc(Cl)cc2)c(-c2ccccc2)c1=O	u	x
O=C(O)c1cccc(N2C(=O)c3cccnc3C2=O)c1	u	x
CC12CCC(=O)N1C(C(=O)NNC(=O)c1ccccc1Cl)CS2 (stereo not given)	u	x
O=[N+]([O-])c1ccc(C(O)C[n+]2ccccc2)cc1 (stereo not given)	u	x
COc1cccc(C2N=C(c3ccccc3C)NO2)c1OC (stereo not given)	u	x
COc1ccc(CCNC2CC(=O)N(CCc3ccc(OC)c(OC)c3)C2=O)cc1OC (stereo not given)	i	-9

Four of the entries above in order of their number in S3 lipid droplet cell count max, descending.
| Molecule | S3 lipid droplet cell count max |
| --- | --- |
| Cc1cc(C)c(N=C2SCC(=O)N2Cc2ccco2)c(C)c1 | 24 |
| O=C(NCCCn1ccnc1)c1cc2cc([N+](=O)[O-])ccc2oc1=O | 16 |
| COc1ccc(CCNC2CC(=O)N(CCc3ccc(OC)c(OC)c3)C2=O)cc1OC (stereo not given) | -9 |
| CCC(C)(C)n1nnnc1CN1CCC(NC(=O)c2ccccc2C)CC1 | -15 |

(further entries)
SMILES	S3 lipid droplet	S3 lipid droplet cell count max
COc1ccc(N2C(=O)CC(Sc3nc(C)c4c(n3)CCCC4)C2=O)cc1 (stereo not given)	29%	0
CC(=O)C(Sc1nc(-c2ccc(F)cc2)nc2c1c(=O)n(C)c(=O)n2C)C(C)=O	-8%	-4
COc1cccc(CNC(=O)c2nnn(CC(=O)Nc3cc(Cl)ccc3C)c2N)c1	i	-9
Cc1ccccc1Nc1nnc(SCC(=O)NCc2ccco2)s1	u	x
Nc1cccc(CN2CCCC2)c1	u	x
CCOc1ccc(NC(=O)CC2C(=O)N(c3ccccc3)C(=O)N2CCOC)cc1 (stereo not given)	u	x
COc1ccccc1-n1c(SCC(=O)NC2CCS(=O)(=O)C2)nc2ccccc2c1=O (stereo not given)	u	x
Cc1ccc(NC(=O)CN2C(=O)c3ccccc3S2(=O)=O)c(C)c1	-100%	15
C/C(=N\NC(=O)c1nn(C)c(C)c1Br)c1cccc(NC(=O)c2ccoc2C)c1	u	x
COCCCn1c(SCC(=O)NC(C)(C)C)nnc1-c1cccs1	15%	14
CC(C)(C)NC(=O)COC(=O)c1ccccc1OCC(=O)Nc1ccc(Br)cc1	-20%	-17
O=c1nc2ccc(Cl)cn2c2ccc(S(=O)(=O)N3CCOCC3)cc12	u	x
COCCOC(=O)c1c(C)oc2ccc(NS(=O)(=O)c3ccccc3)cc12	u	x
Cn1c(CCNC(=O)c2ccco2)nc2cc(NC(=O)NC3CCCCC3)ccc21	i	-27
COc1ccc(CCN(CC(=O)NC2CCCC2)C(=O)Cn2nnc(-c3ccc(C)o3)n2)cc1OC	-20%	-7

One compound at a time, as listed above. Screens in order: S3 lipid droplet | S3 lipid droplet cell count max
Cc1cccc(C(=O)Nc2ccc(C(=O)N/N=C/c3ccc4c(c3)OCO4)cc2)c1 reads u | x
CC(C)(C)NC(=O)COC(=O)c1ccccc1OCC(=O)Nc1ccc(Br)cc1 reads -20% | -17
O=C(NCCCn1ccnc1)c1cc2cc([N+](=O)[O-])ccc2oc1=O reads 20% | 16
CC1(C)CC(=O)C/C(=N\NC(=S)NCc2ccccc2)C1 reads u | x

New compounds follow:
SMILES	S3 lipid droplet	S3 lipid droplet cell count max
CCN(CC)CCNCC(O)(c1ccc(Cl)cc1)c1ccc(Cl)cc1	u	x
COCCNc1cc(C)c(C#N)c2nc3ccccc3n12	u	x
CCOC(=O)c1cc(NC(=O)N(CC)CC)c(C)nc1C	u	x
COc1cc(/C=N\Nc2nncn2N)ccc1OC(C)=O	u	x
CN(c1cccc(NC(=O)Nc2ccc(Cl)cc2)c1)S(C)(=O)=O	5%	11
CCN(CC)C(=O)CSc1nnc(-c2cnccn2)n1-c1ccccc1	u	x
CCCc1cc(-c2nc(N)ncc2-c2csc(C)n2)c(O)cc1OC	u	x
Cc1ccc(/C(O)=C2\C(=O)C(=O)N(C)C2c2ccccc2[N+](=O)[O-])cc1 (stereo not given)	u	x
O=C(Nc1ccccc1F)Nc1ccccc1OC(F)F	u	x
Cc1ccc(S(=O)(=O)CCC(=O)OCC(=O)Nc2cc(S(=O)(=O)N3CCOCC3)ccc2C)cc1	u	x
O=C(CS(=O)(=O)c1cn(Cc2ccc(Cl)cc2)c2ccccc12)N1CCCC1	u	x
CCOc1cc(CNc2cccc3ccccc23)cc(Br)c1OCC(=O)NC(C)(C)C	u	x
CCOC(=O)CNS(=O)(=O)c1ccc(S(=O)(=O)N2CCCC2)cc1	u	x
Cc1ccc(C)c(C(=O)COC(=O)C(C)N2C(=O)C3C4CCC(C4)C3C2=O)c1 (stereo not given)	i	6
COc1ccc(-c2csc(=Nc3ccccc3)n2CCO)cc1	u	x
COc1cc(OC)cc(C(C(=O)NCc2ccccc2)N(Cc2ccco2)C(=O)c2ccno2)c1 (stereo not given)	u	x
COc1cc(NC(=O)C(C)N2CCN(C(=O)C3CC3)CC2)cc(OC)c1 (stereo not given)	2%	-1
O=C1/C(=C\c2cccc(O)c2O)SC(=S)N1Cc1ccccc1	u	x
COc1ccccc1N/C(=N/S(=O)(=O)c1ccc(C)cc1)c1ccccc1	10%	6
CCCCCCCCC(=O)N/N=C(\C)c1ccco1	13%	-18
COc1ccc(C(=O)c2c(C)c(CCC#N)n3ccccc23)c(OC)c1	-24%	12
CSCC[C@H](NC(=O)C1CCN(S(=O)(=O)c2ccc(C)cc2)CC1)C(=O)NC1CCS(=O)(=O)C1 (stereo not given in full)	9%	-2
O=C(Nc1ccc(F)cc1F)c1cccn1-c1ncc(C(F)(F)F)cc1Cl	u	x
CC(=O)Nc1sc(N/N=C/c2ccc(N(C)C)cc2)nc1-c1ccc(C)cc1	-15%	4
COc1ccccc1CNC(=O)C1=C(C)C(=O)OC12CCC(C)CC2 (stereo not given)	u	x
O=C(CSc1ccccc1)N1CCN(c2ccccn2)CC1	u	x
Cc1nc2ccc(NC(=S)NC3CC3)cc2nc1C	2%	8
O=C(CNC(=S)N(Cc1ccc(F)cc1)C1CCCCC1)NCC1CCCO1 (stereo not given)	i	x
N#Cc1ccc(/C=N/NC(=O)c2ccccc2F)cc1	7%	1
Cc1cc(C)nc(N/N=C/c2ccccc2)n1	u	x

The list goes on; the last five above are carried over.
SMILES	S3 lipid droplet	S3 lipid droplet cell count max
O=C(CSc1ccccc1)N1CCN(c2ccccn2)CC1	u	x
Cc1nc2ccc(NC(=S)NC3CC3)cc2nc1C	2%	8
O=C(CNC(=S)N(Cc1ccc(F)cc1)C1CCCCC1)NCC1CCCO1 (stereo not given)	i	x
N#Cc1ccc(/C=N/NC(=O)c2ccccc2F)cc1	7%	1
Cc1cc(C)nc(N/N=C/c2ccccc2)n1	u	x
COc1ccc(Cn2c(=O)[nH]c3cc(C(=O)NC4CCN(Cc5ccccc5)CC4)ccc32)cc1	u	x
Cc1c(Br)cc(C(=O)O)c(C)c1C	26µM*	-29*
CCN1CCN(c2ccc(NC(=O)c3ccc4c(c3)OCCO4)cc2C)CC1	u	x
Cc1cc(N/N=C\c2ccc(Br)cc2)nc(-n2nc(C)cc2C)n1	u	x
Cc1occc1-c1nnc(SCc2nnc(-c3ccc(Cl)cc3)o2)n1C	27%	-20
Cc1cn(C(=O)CN2C(=O)c3ccccc3C2=O)c(C)n1	u	x
COc1cccc2cc(C(=O)C3=C(O)C(=O)N(CCN4CCOCC4)C3c3ccc(Cl)cc3)oc12 (stereo not given)	-4%	-7
N#Cc1c2n(c(=S)n(-c3ccccn3)c1=O)CCCCC2	i	x

Screening data (PubChem)

Not all compounds are listed, so the mix of outcomes need not match the whole.
